# HTRA1 inh – HTRA1 serine protease inhibitors, primary screen, biochemical, fluorescence polarization, HTS | AID 504803, 2011 | inhibition, % at 5.96 µM | hit rate 0.5% among 340,000 | Q92743 | recombinant HTRA1, FP-rhodamine activity-based probe; in the data active means inhibition above about 36%;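 further: 0% = enzyme with DMSO and 100% = wells lacking enzyme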
# ABHD4 inh – ABHD4 inhibitors, primary screen, biochemical, fluorescence polarization, mouse. (Lyso)-N-acylphosphatidylethanolamine lipase (Mus musculus), Q8VD66. purified mABHD4, FP-Rh probe fluorescence polarization. inhibition, % at 8.92 µM. hit rate 0.54% among 370,000. AID 720543, 2013;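 active means inhibition exceeding the mean over every tested compound plus 3 SD, cut at about 30% in these data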;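 further: 0% = plate median of compound wells and 100% = S159A mutant with DMSO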
# Target sequence (Q8VD66 whole entry, looked up): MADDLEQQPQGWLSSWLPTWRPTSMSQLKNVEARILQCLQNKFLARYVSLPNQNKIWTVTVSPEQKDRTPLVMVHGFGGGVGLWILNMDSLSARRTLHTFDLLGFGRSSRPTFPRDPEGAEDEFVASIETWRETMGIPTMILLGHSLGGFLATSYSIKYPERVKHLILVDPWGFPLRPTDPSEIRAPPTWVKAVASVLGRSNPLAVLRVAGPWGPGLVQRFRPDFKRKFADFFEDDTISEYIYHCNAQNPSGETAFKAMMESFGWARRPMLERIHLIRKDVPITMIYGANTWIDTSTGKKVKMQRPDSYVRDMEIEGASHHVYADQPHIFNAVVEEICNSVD
#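 Doses – 8.92 µM, single dose · Material – wild-type mouse ABHD4 protein · Replication – single well per compound (singlicate) · Measure – percent inhibition of probe binding, normalized to plate controls · Schedule – 45 min compound pre-incubation plus 60 min probe step, 25 °C · Detection – fluorescence polarization with parallel and perpendicular emission, 525/598 nm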
# LEDGF integ inh – blockers of LEDGF/p75-dependent integrase strand transfer – biochemical, TR-FRET, high throughput, primary screen. AID 743269, 2014. HIV-1 integrase (with human LEDGF/p75). hit rate 0.64% among 370,000. inhibition, % at 3.7 µM. TR-FRET IN-LEDGF/p75 DNA integration, Eu/Cy5;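 active means inhibition above the screen-wide mean plus 3 SD, cut at about 13% in these data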;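 further: signal is the Cy5 over europium emission ratio at 671 and 618 nm; 0% = plate median of compound wells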
# PRMT1 inh – PRMT1 methyltransferase inhibitors, primary screen, biochemical, fluorescence polarization | Protein arginine N-methyltransferase 1 (Homo sapiens), Q99873 | recombinant PRMT1, activity-based probe fluorescence polarization | inhibition, % at 2.79 µM | hit rate 1.3% among 370,000 | AID 652257, 2013;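 active means inhibition above about 21% made by adding two undisclosed values, limit read from the data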
# Target sequence (Q99873 whole entry, looked up): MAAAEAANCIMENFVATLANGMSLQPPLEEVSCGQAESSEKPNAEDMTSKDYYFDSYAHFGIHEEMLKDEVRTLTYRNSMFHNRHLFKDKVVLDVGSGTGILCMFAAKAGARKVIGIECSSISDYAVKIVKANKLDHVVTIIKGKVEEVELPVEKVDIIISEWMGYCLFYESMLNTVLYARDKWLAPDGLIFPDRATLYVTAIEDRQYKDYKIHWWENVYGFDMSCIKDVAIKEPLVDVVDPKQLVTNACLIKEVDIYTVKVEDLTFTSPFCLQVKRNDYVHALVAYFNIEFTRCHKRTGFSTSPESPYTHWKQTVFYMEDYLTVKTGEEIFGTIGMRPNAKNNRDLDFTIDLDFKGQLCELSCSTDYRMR
# Tn7 DDE FP – inhibitors of Tn7 peptide binding to fibrin DD(E), primary screen, biochemical, fluorescence polarization, human fibrin, Tn7 probe; Fibrinogen beta chain (Homo sapiens), P02675; FP displacement of FITC-Tn7 peptide from fibrin DD(E); 0% = median of compound wells per plate; hit rate 0.13% among 370,000; inhibition, % at 8.3 µM;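 active means inhibition above the mean of compounds falling within the control limits plus 3 SD of them, cut at about 14% in these data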;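 further: 0% = plate median of compound wells and 100% = 10 µM Aha-Tn7 peptide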
#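 Assay system: Fibrin-DD(E) protein isolated from polymerized human fibrin clots; read-out basis: percent inhibition; medium: Tris/NaCl/CaCl2 buffer, pH 7.8; signal: FP measurement; incubation: 10 min plus 3 h, room temperature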
# PG9 binder – binders of HIV-1 gp120 antibody PG9, primary screen, biochemical, TR-FRET; TR-FRET gp120-PG9 antibody binding; inhibition, % at 6.7 µM; hit rate 0.43% among 360,000; AID 624416, 2012; in the data active means inhibition above about 8.5%
# UHRF1 binding – UHRF1 methylated DNA binding inhibitors, primary screen, counter-screen for MBD2 inhibitor project, biochemical, TR-FRET, human UHRF1, single concentration | UHRF1 binding to methylated oligo | inhibition, % at 4.4 µM | hit rate 0.75% among 370,000; in the data active means inhibition above about 21%;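 further: UHRF1 SRA domain binding a hemimethylated CpG hairpin DNA probe; 0% = median of test compound wells and 100% = reference inhibitor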
# TCR CD3 inh – inhibitors of human TCR-CD3 interaction, primary screen, biochemical, fluorescence, TAMRA-labeled TCR probe. T-cell receptor (TCR). inhibition, % at 9.4 µM. hit rate 0.37% among 360,000. AID 651800, 2012; in the data active means inhibition above about 19%;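 further: recombinant mutant TCR 2C K166C tagged with TAMRA read by polarization; 0% = receptor in buffer alone and 100% = receptor with positive control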
# SIAE inh – human SIAE inhibitors, primary screen, biochemical, fluorescence polarization, FP-Rh probe, 1536-well HTS; AID 1053197, 2014; Sialate O-acetylesterase (Homo sapiens), Q9HAT2; SIAE FP-Rh probe binding; inhibition, % at 9.66 µM; hit rate 0.69% among 370,000;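 active means inhibition above a cutoff: mean of compounds within the control limits plus 3 SD of those, cut at about 17% in these data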;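 further: 0% = plate median of compound wells and 100% = probe without SIAE protein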
# TDP2 inh – human TDP2 enzyme inhibitors, primary screen, biochemical, epi absorbance, recombinant enzyme | Tyrosyl-DNA phosphodiesterase 2 (Homo sapiens), O95551 | T5PNP hydrolysis, p-nitrophenol absorbance 415 nm | inhibition, % at 12.8 µM | hit rate 0.34% among 370,000;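 active means inhibition above the mean of all tested compounds plus 3 SD, set per campaign, cut at about 25% in these data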;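 further: 0% = DMSO with enzyme and 100% = buffer with substrate but no TDP2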
# Target sequence (O95551 whole entry, looked up): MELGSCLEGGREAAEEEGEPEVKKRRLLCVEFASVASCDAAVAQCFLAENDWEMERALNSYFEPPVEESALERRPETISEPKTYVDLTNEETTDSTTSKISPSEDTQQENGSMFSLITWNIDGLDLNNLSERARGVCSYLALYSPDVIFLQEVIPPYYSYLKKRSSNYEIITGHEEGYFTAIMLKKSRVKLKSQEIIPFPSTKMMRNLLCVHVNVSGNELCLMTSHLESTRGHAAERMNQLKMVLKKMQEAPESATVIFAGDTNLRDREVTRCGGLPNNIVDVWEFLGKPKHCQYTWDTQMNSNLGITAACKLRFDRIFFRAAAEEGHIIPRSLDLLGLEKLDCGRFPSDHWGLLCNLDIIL
#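 Material: recombinant human TDP2; quantity: TDP2 enzyme at 120 nM final; medium: Tris-HCl pH 7.5 with MgCl2; compound: single concentration, 12.8 µM nominal, with 1% DMSO; incubation: 2 h enzyme incubation at 37 °C; signal: epi absorbance; measure: percent inhibition; benchmarks: high control without enzyme, low control DMSO plus TDP2; repeats: singlicate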
# * marks the source's active call; other numbers are inactive results; x = not tested or not shown.
SMILES,HTRA1 inh,ABHD4 inh,LEDGF integ inh,PRMT1 inh,Tn7 DDE FP,PG9 binder,UHRF1 binding,TCR CD3 inh,SIAE inh,TDP2 inh
COc1cccc(C(=O)NC2CCN(CC(=O)Nc3nccs3)CC2)c1,6.9,-1.3,3.1,-3.1,-5.5,0.4,0.1,-2.0,12.9,8.1
CC1CCN(C(=S)c2ccc3c(c2)OCO3)CC1,-2.4,0.5,2.4,-2.1,-9.0,0.2,60.8*,4.0,-1.0,-9.3
Nc1c2c(nc3ccccc13)CCCC2=O,5.0,0.8,-3.2,2.6,12.0,0.6,0.6,2.8,-2.2,-3.4
COc1ccc(C(=O)C2(C(=O)Nc3cc(C)cc(C)c3)CC(c3ccccn3)=NO2)cc1 (centres undefined),x,-15.9,-0.7,-2.3,4.1,x,-1.8,x,-3.4,3.9
CCOCCCNC(=O)c1cc2cc3cc(OC)ccc3nc2o1,-0.4,7.2,-0.4,2.2,7.9,-0.2,-7.4,9.0,-1.3,8.5
CN(C)CCNC(=O)C(C(=O)c1ccccc1)n1ccccc1=O (centres undefined),1.9,-0.8,0.0,-1.6,8.9,-0.4,-0.6,27.9*,-2.8,-3.7
COc1ccc(NC(=O)CN2CCN(C(=O)c3ccco3)CC2)c(OC)c1,9.8,1.8,4.4,-2.6,-4.5,-1.4,1.6,0.6,4.6,-0.5
O=C(Cn1cnc2c(nnn2Cc2ccccc2F)c1=O)NCc1ccco1,-0.8,6.0,0.4,-0.2,5.5,-0.5,0.4,-2.1,-0.8,-5.4
FC(F)(F)c1cc(-c2ccco2)nc(N2CCOCC2)n1,0.3,-6.2,-0.2,1.1,-3.3,-1.0,0.6,-2.4,-1.4,-0.8
C[C@@H](C(=O)NCc1ccccc1)N1C(=O)C2CC=CCC2C1=O (some centres undefined),-5.7,2.1,0.8,-3.7,11.3,-0.6,-2.1,5.1,2.4,-0.4

# 3 entries picked at random from those above, as already listed:
SMILES,HTRA1 inh,ABHD4 inh,LEDGF integ inh,PRMT1 inh,Tn7 DDE FP,PG9 binder,UHRF1 binding,TCR CD3 inh,SIAE inh,TDP2 inh
CC1CCN(C(=S)c2ccc3c(c2)OCO3)CC1,-2.4,0.5,2.4,-2.1,-9.0,0.2,60.8*,4.0,-1.0,-9.3
COc1cccc(C(=O)NC2CCN(CC(=O)Nc3nccs3)CC2)c1,6.9,-1.3,3.1,-3.1,-5.5,0.4,0.1,-2.0,12.9,8.1
COc1ccc(C(=O)C2(C(=O)Nc3cc(C)cc(C)c3)CC(c3ccccn3)=NO2)cc1 (centres undefined),x,-15.9,-0.7,-2.3,4.1,x,-1.8,x,-3.4,3.9

# Additional structures follow:
SMILES,HTRA1 inh,ABHD4 inh,LEDGF integ inh,PRMT1 inh,Tn7 DDE FP,PG9 binder,UHRF1 binding,TCR CD3 inh,SIAE inh,TDP2 inh
CC12CC3(C)CC(C)(C1)CC(C(=O)NC(=S)NC(C)(C)C)(C2)C3,6.4,-2.1,1.1,0.0,2.2,-1.1,-2.1,4.4,2.4,3.0
COc1ccc(CCNC(=O)/C(C#N)=C/c2cccc(OCc3ccccc3)c2)cc1OC,-34.3,-27.7,2.1,-3.1,3.8,1.3,2.8,6.0,-27.8,5.6
O=C(c1cc2ccccc2o1)N1CCN(Cc2ccc3c(c2)OCO3)CC1,-0.6,-1.6,1.5,-5.1,0.9,-2.8,0.9,8.0,8.4,8.7
CC/C(=N\NC(=O)Cc1ccc(Br)cc1)c1cccs1,-6.2,-4.2,2.9,-4.3,-1.2,-0.4,-2.8,-9.4,-2.6,-12.1
NC(=O)C1CCN(C(=O)/C(=C/c2ccccc2)NC(=O)c2ccccc2)CC1,2.5,-0.6,-1.4,-5.9,2.9,0.7,0.6,-4.5,-7.9,10.5
C#CCOCCOCCOCCNc1nc(N2CCN(C(=O)Cn3cc(CCCCN)nn3)CC2)nc(N2CCN(C(=O)[C@H]([C@@H](C)CC)n3cc(CCCCN)nn3)CC2)n1,-3.4,-3.3,2.7,-1.1,-3.7,-1.5,4.2,3.8,8.7,-4.3
CCN1C(=O)CC(C(=O)NC)SC1=Nc1cc(Cl)c(O)c(Cl)c1 (centres undefined),7.0,-5.1,2.8,-3.6,6.7,-3.7,3.7,5.3,-16.7,-5.6
COc1ccc(OC)c(C2NC(=O)CCC2[N+](=O)[O-])c1 (centres undefined),-2.9,6.9,-0.1,-3.6,-8.1,-0.7,-1.7,3.3,8.9,18.0
O=C(CS(=O)(=O)c1ccccc1)Nc1nnc(Cc2ccccc2)s1,-4.7,-0.1,0.1,10.8,0.5,0.6,-1.5,-5.1,7.0,-6.6
CSc1nnc2c3ccccc3c3ccccc3c2n1,1.7,14.1,-4.8,3.8,3.9,1.2,5.4,-0.2,-1.8,-2.3

# Entries of single compounds from above:
# `CN(C)CCNC(=O)C(C(=O)c1ccccc1)n1ccccc1=O` (centres undefined) across the screens: HTRA1 inh = 1.9; ABHD4 inh = -0.8; LEDGF integ inh = 0.0; PRMT1 inh = -1.6; Tn7 DDE FP = 8.9; PG9 binder = -0.4; UHRF1 binding = -0.6; TCR CD3 inh = 27.9*; SIAE inh = -2.8; TDP2 inh = -3.7
# `CSc1nnc2c3ccccc3c3ccccc3c2n1` across the screens: HTRA1 inh = 1.7; ABHD4 inh = 14.1; LEDGF integ inh = -4.8; PRMT1 inh = 3.8; Tn7 DDE FP = 3.9; PG9 binder = 1.2; UHRF1 binding = 5.4; TCR CD3 inh = -0.2; SIAE inh = -1.8; TDP2 inh = -2.3

# Next structures follow:
SMILES,HTRA1 inh,ABHD4 inh,LEDGF integ inh,PRMT1 inh,Tn7 DDE FP,PG9 binder,UHRF1 binding,TCR CD3 inh,SIAE inh,TDP2 inh
CC(C)Cc1cc(C(=O)Nc2sc3c(c2C#N)CCCC3)no1,-8.8,-9.1,-2.3,5.9,2.0,1.7,1.1,1.4,-0.3,-1.8
Cc1ccc(NC(=O)CSCC(=O)Nc2ccc(N3CCOCC3)c(Cl)c2)cc1,-2.4,-3.0,0.1,0.7,-5.4,0.2,1.9,-1.3,-3.2,-4.7
C/C(=N\NC(=O)Cc1ccccc1)c1ccc(Cl)s1,1.8,0.7,2.9,1.4,1.3,-1.1,-0.3,1.4,-1.4,-10.2
CCOC(=O)C1CCCN(c2c(NCCN(CC)c3ccccc3)c(=O)c2=O)C1 (centres undefined),-0.6,-3.5,4.5,-4.3,-5.5,-0.4,-1.1,4.8,-1.2,-11.6
COc1ccc([N+](=O)[O-])c(OC)c1C(=O)NC(=O)Nc1c(C)cccc1C,1.7,2.6,-5.4,0.7,11.7,-1.2,0.7,-6.3,0.8,-2.5
Cc1ccc(CN2CCNC(=O)C2CC(=O)N(C)C2CCCCC2)o1 (centres undefined),-0.5,1.4,3.3,-4.3,3.5,-1.2,-3.0,1.6,10.7,-2.1
Cc1ccccc1NCc1nnc2n1CCCCC2,3.2,4.2,-0.5,-1.6,-3.9,-2.0,0.1,3.4,5.2,2.5
CCOc1ccc(NC(=O)CSC2=NN3CCCC(=O)N=C3S2)cc1,-1.2,-8.1,2.2,-5.2,-5.5,-2.4,-2.1,1.1,2.9,-18.4
CCCCCC(=O)NC(=S)Nc1ccccc1C(=O)OC,-11.3,6.3,5.9,2.5,-4.4,1.2,24.5*,3.3,4.3,4.6
O=C(CN1C(=O)c2ccccc2C1=O)Nc1cccc(O)c1,-1.9,0.8,-1.5,-3.3,3.6,-0.9,0.5,6.2,2.7,4.5
CCC(CC)c1nnc(NC(=O)Oc2ccccc2)s1,1.1,-7.0,-1.3,1.6,-5.9,-1.0,-6.7,3.3,-4.1,17.2
CCC(=O)N1CCNC(=O)C1CC(=O)Nc1ccc(C)c(Cl)c1 (centres undefined),2.3,2.2,-1.1,2.4,-0.4,-1.0,20.4,4.7,5.1,3.2
COc1ccc(C2/C(=C(/O)c3ccc(C)cc3)C(=O)C(=O)N2CCCN2CCOCC2)cc1 (centres undefined),-5.2,10.1,1.0,-1.5,3.7,0.7,-1.9,7.1,-1.6,-6.2
O=S(=O)(c1ccc(OC(F)(F)F)cc1)N1CCCC(N2CCOCC2)C1 (centres undefined),-0.1,-3.1,7.0,-2.8,1.2,-1.9,-1.1,-3.5,-4.7,-15.4
Cc1cc(C)c(C(=O)/C=C/c2ccc(C(C)C)cc2)c(=O)[nH]1,-9.5,9.3,0.1,-1.2,3.7,2.3,-3.6,-0.8,-5.0,16.8
O=C(O)C(NS(=O)(=O)c1ccc(F)cc1)c1ccccc1 (centres undefined),-2.6,-11.8,-2.9,6.9,8.7,0.2,5.4,-10.4,-7.4,-6.7
Cc1cc(C)n(-c2ccc(C(=O)Nc3ccccc3N3CCOCC3)cc2)n1,-9.6,3.2,-1.4,3.6,-2.2,-0.4,1.1,-3.7,-0.5,11.3
O=C(OCCN1CCCCC1)c1ccccc1F,-0.5,-2.0,5.8,-0.9,-2.3,-1.2,-0.3,0.9,-2.5,-0.6
CNC(=S)NNC(=O)c1cccn(Cc2cccc(C(F)(F)F)c2)c1=O,5.4,2.8,-0.5,-4.4,2.9,-1.7,-0.8,25.9*,4.9,10.4
Cc1ccc(Cc2c(-c3ccc(C)cc3)nc3c(C)cc(Br)cn23)cc1,x,-22.4,-1.5,1.5,-2.0,0.5,16.4,-4.2,-2.7,-11.9
O=C1CN(c2ccccc2)C(=S)N1C(=O)c1ccccc1,-12.7,-7.4,0.9,4.9,6.9,1.6,-1.5,-4.2,-2.0,1.9
CN(C)N1C(N)=C(C#N)C(c2cccc3ccccc23)C2=C1CC(c1ccccc1)CC2=O (centres undefined),-19.8,0.9,-0.8,0.9,-3.4,-1.8,2.2,-0.9,2.5,3.7
Oc1ccccc1Oc1ncc(Br)c(Cl)n1,11.7,4.5,1.3,3.5,-3.0,1.7,22.0*,5.8,4.5,24.4
COc1ccc(CNc2nc(-c3cccnc3)nn2C(=O)CC(C)C)cc1,26.2,1.5,-1.7,3.7,-1.7,0.5,2.1,-0.1,6.3,-6.7

# Compound activity: PubChem BioAssay, The Scripps Research Institute Molecular Screening Center
